From PubChem
BH1578 lux ind – inducers of Vibrio cholerae quorum light production without autoinducers; hit rate 0.16% among 350,000; AID 588436; V. cholerae BH1578 lux reporter, luminescence, 6 h; activation, % at 18.7 µM; in the data active = activation mostly above about 9.7%, no sharp cut-off; note: not every result past the cut was called active; inactives centre near 0; reference of the scale not given here
DUSP3 inh – blocks human VHR1 dual specificity phosphatase. P51452. recombinant VHR phosphatase, pNPP absorbance. inhibition, % at 13.3 µM. hit rate 0.52% among 290,000. AID 1654; in the data active = inhibition above about 50%; note: some compounds called inactive have numbers as strong as hits
Target sequence (P51452 whole entry, looked up): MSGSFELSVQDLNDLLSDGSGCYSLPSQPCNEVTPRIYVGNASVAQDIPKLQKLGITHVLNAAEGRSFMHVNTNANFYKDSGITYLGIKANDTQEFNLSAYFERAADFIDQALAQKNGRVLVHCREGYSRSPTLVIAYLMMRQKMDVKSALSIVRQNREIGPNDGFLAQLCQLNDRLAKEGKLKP
Mtb UGM inh – inhibitors of M. tuberculosis UDP-galactopyranose mutase; P9WIQ1; purified UGM, fluorescence polarization probe displacement; inhibition, % at 10 µM; hit rate 0.06% among 320,000; AID 504406; in the data active = inhibition above about 10%, passing the limit was not always enough
MazF activator – activators of E. coli MazEF toxin-antitoxin RNase. activation, % at 20 µM. hit rate 0.32% among 350,000. AID 504720. FAM/BHQ RNA-DNA oligo cleavage fluorescence, 5 h. P0AE70; in the data active = activation above about 50%
Target sequence (P0AE70 whole entry, looked up): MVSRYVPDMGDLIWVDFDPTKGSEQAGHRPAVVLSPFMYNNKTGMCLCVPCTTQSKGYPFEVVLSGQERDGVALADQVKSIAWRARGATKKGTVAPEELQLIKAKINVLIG
GDH-TPI inh – inhibits GDH-TPI coupling enzymes, artifact for Mtb FBA screen | GDH-TPI coupled enzyme counterscreen, NADH absorbance | inhibition, % at 4.8 µM | hit rate 1.2% among 360,000; in the data active = inhibition above about 30%;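 note: 0% = DMSO wells and 100% = wells lacking the enzyme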
Mtb FBA inh – Mtb fructose-bisphosphate aldolase inhibition. inhibition, % at 1 µM. purified M. tuberculosis FBA, fluorescence read-out. AID 588726. hit rate 2.3% among 360,000. P9WQA3; in the data active = inhibition above about 27%;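 note: 0% = vehicle and 100% = reference inhibitor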
Target sequence (P9WQA3 whole entry, looked up): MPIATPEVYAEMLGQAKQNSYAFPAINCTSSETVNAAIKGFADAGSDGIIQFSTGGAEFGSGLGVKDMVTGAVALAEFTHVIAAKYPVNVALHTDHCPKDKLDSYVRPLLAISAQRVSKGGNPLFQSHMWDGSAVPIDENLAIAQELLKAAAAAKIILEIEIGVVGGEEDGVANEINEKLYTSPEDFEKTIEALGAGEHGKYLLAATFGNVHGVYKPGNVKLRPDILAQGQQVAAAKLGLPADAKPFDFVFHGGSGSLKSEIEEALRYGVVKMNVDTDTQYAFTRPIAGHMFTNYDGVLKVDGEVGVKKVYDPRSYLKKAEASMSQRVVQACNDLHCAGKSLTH
BioA inh – inhibitors of Mycobacterium tuberculosis BioA enzyme; purified M. tuberculosis BioA enzyme, plate reader; inhibition, % at 9.99 µM; hit rate 0.096% among 360,000; in the data active = inhibition above about 40%
Rv3671c protease – Rv3671c (M. tuberculosis) protease inhibition; AID 2606; inhibition, % at 5.96 µM; P9WHR9; hit rate 0.048% among 320,000; in the data active = inhibition above about 38%;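 note: extracellular domain of Rv3671c used as enzyme; 0% = enzyme with DMSO and 100% = no enzyme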
Target sequence (P9WHR9 whole entry, looked up, the tested form may be a part): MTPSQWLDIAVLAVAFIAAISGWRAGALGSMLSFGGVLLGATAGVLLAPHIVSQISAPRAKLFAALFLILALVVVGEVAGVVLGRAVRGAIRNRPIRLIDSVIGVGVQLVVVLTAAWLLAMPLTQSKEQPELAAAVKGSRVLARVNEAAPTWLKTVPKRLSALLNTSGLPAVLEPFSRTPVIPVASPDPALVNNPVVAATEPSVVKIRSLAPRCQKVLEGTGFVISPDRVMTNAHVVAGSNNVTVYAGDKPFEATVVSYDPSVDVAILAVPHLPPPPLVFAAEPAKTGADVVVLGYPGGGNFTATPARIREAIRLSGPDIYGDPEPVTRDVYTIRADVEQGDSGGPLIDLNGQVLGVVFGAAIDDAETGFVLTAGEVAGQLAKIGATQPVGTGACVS
PriA SSB inh – K. pneumoniae PriA-SSBct interaction inhibition. AlphaScreen SSBct-PriA binding, biotinylated peptide. inhibition, % at 33 µM. hit rate 0.6% among 430,000; in the data active = inhibition mostly above about 37%, no sharp cut-off; inactive = mostly below about 20%;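 note: plate controls were negative control peptide for no effect and reference peptide for full effect; strong numbers were not always called active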
3CLpro inhibitor – SARS-CoV 3CLpro protease inhibition. P0C6X7. recombinant SARS-CoV 3CLpro, quenched FRET peptide cleavage. inhibition, % at 6 µM. hit rate 0.14% among 290,000. AID 1706; in the data active = inhibition above about 12%
* hit, by the source's call; i = inactive; / = not tested or not shown.

SMILES	BH1578 lux ind	DUSP3 inh	Mtb UGM inh	MazF activator	GDH-TPI inh	Mtb FBA inh	BioA inh	Rv3671c protease	PriA SSB inh	3CLpro inhibitor
CS(=O)(=O)N1CCN(CC2CC3C=CC2C3)CC1 (centres undefined)	-0.3	2	2.2	-3	10	0	-2.4	1	-8	-7
Cc1cc(C)cc(NC(=S)/C(=C(\[O-])c2ccc(Cl)cc2Cl)[n+]2ccccc2)c1	-0.3	7	1.0	-16	10	1	-0.1	-6	/	-2
COc1ccc(NC(=O)c2cccnc2)c([N+](=O)[O-])c1	0.0	5	-1.6	6	0	0	/	-3	2	-2
CCn1cc(CN2CCCC(CNS(=O)(=O)c3ccc(OC)cc3)C2)cn1 (centres undefined)	i	13	/	4	-10	-2	0.7	/	-5	-3
Cc1cc(=O)[nH]c(SCCCOc2ccc3c(c2)CCC3)n1	-0.2	10	/	-2	1	0	1.6	3	-16	-1
CC(C)Nc1ccc(C(CC(N)=O)NC(=O)Cc2ccc(Cl)cc2)cc1[N+](=O)[O-] (centres undefined)	i	-5	2.6	2	11	-1	-2.3	10	8	/
Cc1cc(C(=O)CSc2cccc[n+]2[O-])c(C)n1-c1ccc(OC(F)F)cc1	i	15	2.1	8	8	-4	/	-10	1	-5
CN(C)c1cc[n+](CC(=O)Nc2cccc([N+](=O)[O-])c2)cc1	0.3	16	-1.4	7	-5	-2	0.6	0	-11	1
O=C(CNC1CCCCC1)NCC1(c2ccccc2)CCCC1	-0.8	-4	1.9	-5	0	1	/	-4	-3	3
Cc1cc(C)nc(N2CCCC(C(=O)NCCc3ccccc3F)C2)n1 (centres undefined)	i	25	-2.9	-2	-2	0	-0.1	4	-4	1
COC(=O)c1cn(C(C)C(=O)NCc2ccco2)c2ccccc12 (centres undefined)	-0.6	8	-2.2	2	5	-1	-0.4	0	-13	4
COc1cccc(CN2CCNC(=O)C2CC(=O)NCCc2nc(C)c(C)s2)c1OC (centres undefined)	-0.2	4	-1.8	4	2	1	/	-9	-3	1
COc1cc(C(CN)CC(=O)O)ccc1O (centres undefined)	i	-2	-2.2	-2	0	-3	-1.5	1	1	-2
COc1ccc(NC(=O)c2ccc(S(=O)(=O)N3CCOCC3)cc2)c(OC)c1	i	13	0.6	2	-8	4	-1.1	3	-15	8
CC(C)Cn1c(=O)c2c(nc3n2CCCN3Cc2ccccc2)n(C)c1=O	i	-2	-2.2	-6	3	5	8.6	0	-4	-3
Cc1ccc(S(=O)(=O)N2CCCC(C(=O)N3CCC4(CC3)OCCO4)C2)cc1 (centres undefined)	i	18	5.4	-7	0	-1	0.2	-5	-4	1
COCCN(C(=O)CN1CCc2ccccc21)c1c(N)n(Cc2ccccc2)c(=O)[nH]c1=O	-0.2	/	1.0	-11	5	4	-7.6	-8	5	/
CCCOc1ccc(F)cc1-c1cc(C(=O)Nc2cc(OC)c(OC)c(OC)c2)[nH]n1	0.4	/	/	/	13	0	-1.3	/	/	/
CCOC(=O)c1nnc2c(Br)c(-c3ccccc3)nn2c1C	i	16	0.7	9	7	1	/	-9	-2	2
O=c1oc2cc(Oc3ccc(C(F)(F)F)cc3[N+](=O)[O-])ccc2c2c1CCC2	-0.4	26	-0.7	-1	7	11	-0.4	-6	-7	5
Cc1ccc(OCCOCCn2ccnc2)c(Br)c1	-0.6	24	1.5	2	3	2	-0.9	11	2	5
O=C(COc1ccc(Cl)cc1Cl)NCCN1CCCCC1	i	/	/	-3	4	0	-0.3	/	/	/
O=S(=O)(NCc1ccccc1)c1ccc(Br)c2nsnc12	-0.4	4	1.5	-2	0	5	-0.3	-4	16	0
CC1=C(C(=O)N2CCCC(N3CCN(c4ccccc4F)CC3)C2)OCCO1 (centres undefined)	i	12	-2.8	-27	-3	6	-1.5	2	1	1
COc1ccccc1CN1CCCC(N2CCN(c3ccc(F)cc3)CC2)C1 (centres undefined)	-0.2	16	-4.1	0	7	0	-0.8	3	-8	0
Cn1c(Cc2cccc3ccccc23)nnc1SCC(=O)N1CCN(c2ccccc2)CC1	0.1	7	-0.5	-4	4	0	0.6	7	-1	1
CCc1ccc(C2=NN(CCC(=O)NC3CC3)C(=O)CC2)cc1	/	-17	1.0	/	/	/	/	6	/	-3
Cc1cc(C)c2nc(N3CCC(C(=O)N4CCN(c5ncccn5)CC4)CC3)sc2c1	-5.0	33	3.9	-3	11	2	-1.4	-17	-5	-2
Cc1cccc(CNc2ccc(C(CC(N)=O)NC(=O)Cc3cccc4ccccc34)cc2[N+](=O)[O-])c1 (centres undefined)	i	15	0.4	5	1	0	-3.1	-28	-13	/
CN(C)c1ccc(-c2nn3c(-c4cccnc4)nnc3s2)cc1	/	36	0.5	35	/	/	/	5	-1	/
Cc1noc(C)c1COc1ccc(C(=O)OCC(=O)NCc2ccccc2Cl)cc1	i	3	2.7	2	-1	-2	0.2	1	-6	6
O=C(CN1CCCC1)OCCCc1ccccc1	i	1	-0.6	-6	-7	0	-0.9	5	-15	-6
O=C1CCN(Cc2ccccc2)C=C1c1ccc(C(F)(F)F)cc1	i	/	3.1	5	25	1	1.7	-3	0	/
COc1ccc(N2CCN(C(=O)CCCCCn3c(=O)[nH]c4ccsc4c3=O)CC2)cc1	-0.4	16	-1.0	5	7	-3	-0.3	-3	-11	5
Clc1ccccc1-c1nc(N/N=C/c2cccnc2)c2ccccc2n1	2.8	30	5.3	-5	16	6	/	-12	/	-7
CC(=O)c1ccc(N(C(=O)c2csnn2)C(C(=O)NC(C)(C)C)c2cccs2)cc1 (centres undefined)	-0.3	-1	2.3	-8	5	0	-4.9	5	-17	8
c1ccc(OCc2nn3c(-c4n[nH]c5c4CCC5)nnc3s2)cc1	-3.4	-25	1.7	6	3	0	-0.8	0	-6	/
CCOc1ccc(OCC)c(NC(=O)c2ccc(CNc3c(N4CCCC4)c(=O)c3=O)cc2)c1	-2.1	-15	-1.2	9	2	1	/	-2	-2	-2
O=C(O)c1cc(N2CCOCC2)nc2ccccc12	-0.4	-8	-1.2	9	3	17	-0.1	1	-3	1
CCN(CC)C(=O)CN(c1ccc(Cl)cc1)S(=O)(=O)c1ccccc1	-0.2	-37	-0.9	4	4	0	-0.9	12	-7	10
COc1cc(C(=O)OCC2CC(c3ccccc3)=NO2)cc(OC)c1OC (centres undefined)	2.3	14	2.0	-8	-2	0	/	-9	-7	3
C1=C(c2c[nH]c3ccccc23)CCN(Cc2ccccc2)C1	i	-9	-1.8	15	1	1	/	-4	7	4
Cc1cc(C)c2nc(C(F)(F)F)nc(NCCCN3CCOCC3)c2c1	-0.3	3	0.6	0	13	1	3.4	3	-9	3
Cc1cccc(S(=O)(=O)NC(=O)C2(C)CCN2C(=O)CC2CCCCC2)c1 (centres undefined)	-0.2	/	/	/	5	0	1.3	/	/	/
COC(=O)[C@@H](NCc1cccc(CN([C@H](C(=O)OC)C(C)C)S(C)(=O)=O)c1)C(C)C	-11	9	2.0	4	9	5	2.0	3	-9	-6
COc1ccc(-n2c(C)c([N+](=O)[O-])c3ccc(O)c(CN4CCCCC4)c32)cc1	i	30	0.5	4	3	-4	-0.4	2	34	-1
O=C(/C=C/c1ccco1)Oc1ccc(C(=S)N2CCOCC2)cc1	0.3	25	0.8	-2	6	-2	/	-2	-16	0
CC1CCCCC1NC(=O)COC(=O)c1cc(=O)c2ccccc2o1 (centres undefined)	1.6	22	-1.4	5	-7	-1	/	-4	-5	2
CC(C)(C)OC(=O)N1CCC[C@H]1c1nnc(SCc2cccc(Cl)c2)o1	-0.7	21	-1.1	5	-9	-1	/	7	-11	1
O=C(Nc1ccc(Cc2ccncc2)cc1)C1CCC(N2C(=O)C3C4C=CC(C5CC45)C3C2=O)CC1 (centres undefined)	i	23	-1.3	6	6	0	-2.2	4	4	-4
Cc1cc(C)c(NC(=O)CNC(=O)c2ccc3c(=O)n4c(nc3c2)CCC4)c(C)c1	i	/	-1.3	7	3	-1	0.5	-1	-1	/
O=C(CN(Cc1ccccc1)S(=O)(=O)c1ccc(F)cc1)NCc1ccccn1	-10	-23	2.2	11	3	0	0.6	2	-14	3
O=C(Nc1nnc(C(F)(F)F)s1)C1COc2ccccc2O1 (centres undefined)	19	2	3.8	2	-16	3	0.8	-5	-3	-1
Cn1nc(-c2ccccc2)c(N2CCCCC2)cc1=O	0.6	6	0.5	6	4	3	/	0	-3	5
CCOc1[nH]n(-c2ccccc2)c(=O)c1C=Nc1ccccc1	i	9	0.9	2	20	1	-1.3	-2	-2	5
CSc1c(SCc2ccccc2)cnn(Cc2ccccc2)c1=O	-0.3	2	-3.2	-8	0	0	8.2	9	-40	3
C/C(=N\NC(=O)c1nnn(-c2nonc2N)c1-c1cccs1)c1ccncc1	1.0	-9	-2.5	7	-2	2	-0.8	-8	/	-4
CCCCN(C(=O)C1CSC2(C)CCC(=O)N12)c1c(N)n(CC(C)C)c(=O)[nH]c1=O (centres undefined)	i	/	-1.2	-8	3	0	0.1	-4	-6	/
O=c1cc(-c2ccccc2)nc(SCc2ccccc2)[nH]1	i	-7	-0.6	3	3	7	/	0	6	2
Cc1ccc(C(=O)C2=C(O)C(=O)N(CC3CCCO3)C2c2ccccc2F)o1 (centres undefined)	-16	17	-0.3	0	6	-1	-3.0	5	-1	3

Further compounds:
SMILES	BH1578 lux ind	DUSP3 inh	Mtb UGM inh	MazF activator	GDH-TPI inh	Mtb FBA inh	BioA inh	Rv3671c protease	PriA SSB inh	3CLpro inhibitor
O=C1[C@H]2[C@@H](c3ccc(F)cc3)N3C(=O)N(c4ccc(Br)cc4)C(=O)[C@@]3(Cc3ccc(Cl)cc3)[C@H]2C(=O)N1C1CCCCC1	i	13	0.4	-18	13	-1	-1.2	3	-3	5
CN(C)Cc1c(-c2ccc(Cl)cc2)nc2ccccn12	i	9	0.1	4	-2	2	1.7	8	-7	0
Cc1ccc(CCN2CCN=C2Nc2ccccc2)cc1	0.6	/	2.9	-5	9	7	-3.2	3	-11	/
c1ccc(Cn2nnnc2C(c2cccnc2)N2CCN(c3ccccc3)CC2)cc1 (centres undefined)	-0.6	14	0.6	-6	2	4	6.5	8	-8	3
Cc1cc(N/C=C\c2nnnn2-c2ccc(F)cc2)no1	i	5	-0.8	-2	9	1	-0.8	-5	-17	4
CCC1CCc2sc(C(=O)N(C)CC(=O)Nc3ccc(OC)cc3)cc2C1 (centres undefined)	3.5	/	/	-4	0	-2	/	9	-13	/
NC(N)=N/N=C/c1ccc(N2CCOCC2)cc1	i	-15	3.2	4	8	23	/	3	/	-2
CC(C)CN(C(=O)COC(=O)c1c2c(nc3ccccc13)CCC2)c1c(N)n(Cc2ccccc2)c(=O)[nH]c1=O	i	16	-0.6	0	1	-1	-0.4	-13	20	1
CCCC(=O)c1c(NC)cc(C)oc1=O	i	24	-0.2	5	4	-2	0.7	-18	-16	3
Clc1ccc(-c2nnc(NCCN3CCCC3)c3ccccc23)cc1	i	14	-1.8	2	-2	1	7.3	-1	-2	-1
OCCNCCCCCOc1ccc(F)cc1	i	17	-1.7	2	-1	2	-2.6	-8	2	3

Two records picked at random from the list so far, as already listed:
SMILES	BH1578 lux ind	DUSP3 inh	Mtb UGM inh	MazF activator	GDH-TPI inh	Mtb FBA inh	BioA inh	Rv3671c protease	PriA SSB inh	3CLpro inhibitor
CN(C)Cc1c(-c2ccc(Cl)cc2)nc2ccccn12	i	9	0.1	4	-2	2	1.7	8	-7	0
Cc1cc(N/C=C\c2nnnn2-c2ccc(F)cc2)no1	i	5	-0.8	-2	9	1	-0.8	-5	-17	4

Three of the compounds above, in markdown:
| SMILES | BH1578 lux ind | DUSP3 inh | Mtb UGM inh | MazF activator | GDH-TPI inh | Mtb FBA inh | BioA inh | Rv3671c protease | PriA SSB inh | 3CLpro inhibitor |
| --- | --- | --- | --- | --- | --- | --- | --- | --- | --- | --- |
| CCC1CCc2sc(C(=O)N(C)CC(=O)Nc3ccc(OC)cc3)cc2C1 (centres undefined) | 3.5 | / | / | -4 | 0 | -2 | / | 9 | -13 | / |
| NC(N)=N/N=C/c1ccc(N2CCOCC2)cc1 | i | -15 | 3.2 | 4 | 8 | 23 | / | 3 | / | -2 |
| CC(C)CN(C(=O)COC(=O)c1c2c(nc3ccccc13)CCC2)c1c(N)n(Cc2ccccc2)c(=O)[nH]c1=O | i | 16 | -0.6 | 0 | 1 | -1 | -0.4 | -13 | 20 | 1 |

The list is partial, so the mix of outcomes need not match the whole.
